Compound activity (PubChem)
HCV core dimer: inhibitors of HCV core protein dimerization, primary screen, biochemical, TR-FRET, high-throughput | TR-FRET GST/Flag-core106 dimerization, 1536-well | inhibition, % at 5 µM | hit rate 0.33% among 300,000;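 active = inhibition above the mean of all tested compounds plus 3 SD, set per screening campaign, cut at about 45% in these data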
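Assay system: Tagged HCV core106 pair (GST and Flag) | Buffer or medium: KF-containing HEPES buffer, pH 7.45, DTT, CHAPS, BSA | Also added: Eu donor and XL665 acceptor anti-tag antibodies | Dosing: One concentration, 5 µM, in 0.5% DMSO | Timing: 4 h at 22.5 °C | Technique: TR-FRET 671 and 617 nm emission | Repeats: Singlicate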
TPT1 inh: Candida albicans TPT1 enzyme inhibitors, primary screen, biochemical, fluorescence polarization; tRNA 2'-phosphotransferase TPT1 (Candida albicans SC5314); recombinant caTPT1, FP RNA substrate dephosphorylation; inhibition, % at 5 µM; hit rate 0.81% among 300,000; AID 1962, 2009;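 active = inhibition above the mean of all tested compounds plus 3 SD, set per screening campaign, cut at about 24% in these data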;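 also: plate controls were DMSO alone for no effect and ferristatin control at 100 nM for full effect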
CTSL1 counter: Fasciola hepatica cathepsin L1 inhibitors, primary screen, counter-screen for PFM18AAP inhibitor project, biochemical, QFRET, fluorogenic peptide substrate; inhibition, % at 5.96 µM; recombinant F. hepatica cathepsin L1, Z-Leu-Arg-MCA fluorescence; hit rate 0.49% among 300,000;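 active = inhibition above the mean of all tested compounds plus 3 SD, set per screening campaign, cut at about 17% in these data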;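 also: 0% = plate median of test compound wells and 100% = 1 µM Z-Phe-Ala-diazomethylketone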
PP1 inh: PP1-alpha phosphatase inhibitors, primary screen, counter-screen for PP5 inhibitor project, biochemical, fluorescence, OMFP substrate, single point | purified PP1alpha | Serine/threonine-protein phosphatase PP1-alpha catalytic subunit (Homo sapiens), P62136 | hit rate 0.9% among 320,000 | inhibition, % at 6.7 µM;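 active = inhibition above the mean inhibition of all tested compounds plus 3 SD, computed separately for each screening campaign, cut at about 15% in these data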
Efflux pump inh: inhibitors of Candida efflux pumps in yeast, primary screen, S. cerevisiae, Nile Red, multiplex; S. cerevisiae Candida pump triplex; inhibition, % at 10 µM; hit rate 0.44% among 330,000;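 active = plate passing quality check with inhibition over a set limit, or well fluorescence over plate mean plus 4 SD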;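 also: Nile Red retained in pooled yeast measured as flow cytometry median fluorescence; 0% = buffer negative control and 100% = Enniatin B positive control; higher means more Nile Red kept so more efflux inhibition; some compounds called inactive have numbers as strong as hits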
PP5 inh: PP5 phosphatase inhibitors, primary screen, biochemical, fluorescence. Serine/threonine-protein phosphatase 5 (Homo sapiens), P53041. purified PP5c, OMFP substrate fluorescence. inhibition, % at 6.7 µM. hit rate 0.18% among 320,000. AID 1987, 2009;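 active = inhibition above the campaign's mean inhibition across all tested compounds plus 3 SD, cut at about 9.5% in these data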;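 also: 0% = DMSO only and 100% = 100 µM cantharidin control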
Target sequence (P53041 whole entry, looked up): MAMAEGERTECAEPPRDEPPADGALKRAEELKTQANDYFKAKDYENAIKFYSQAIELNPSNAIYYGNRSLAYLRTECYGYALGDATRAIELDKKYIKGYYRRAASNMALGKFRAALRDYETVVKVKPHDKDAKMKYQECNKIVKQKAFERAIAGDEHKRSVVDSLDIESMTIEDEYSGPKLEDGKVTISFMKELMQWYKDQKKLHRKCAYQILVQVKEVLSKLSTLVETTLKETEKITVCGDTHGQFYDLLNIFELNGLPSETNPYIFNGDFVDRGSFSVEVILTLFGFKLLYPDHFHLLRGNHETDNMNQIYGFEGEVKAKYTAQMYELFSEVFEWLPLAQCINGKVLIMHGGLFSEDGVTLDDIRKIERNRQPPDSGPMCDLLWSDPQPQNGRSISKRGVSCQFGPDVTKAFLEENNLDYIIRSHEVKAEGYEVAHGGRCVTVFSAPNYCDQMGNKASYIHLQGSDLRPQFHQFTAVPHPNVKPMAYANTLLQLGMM
procasp3 activ: activators of human procaspase-3 D3A mutant, primary screen, biochemical, absorbance, PC-3 D3A mutant, single concentration | Caspase-3 (Homo sapiens), P42574 | recombinant procaspase-3 D3A, Ac-DEVD-pNA absorbance 405 nm | activation, % at 8.5 µM | hit rate 0.11% among 330,000 | AID 463141, 2010;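 active = activation above the mean of all tested compounds plus 3 SD, cut at about 21% in these data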;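 also: 0% = DMSO alone and 100% = DMSO wells spiked with extra 5 µM PC-3 D3A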
Target sequence (P42574 whole entry D9A/D28A/D175A): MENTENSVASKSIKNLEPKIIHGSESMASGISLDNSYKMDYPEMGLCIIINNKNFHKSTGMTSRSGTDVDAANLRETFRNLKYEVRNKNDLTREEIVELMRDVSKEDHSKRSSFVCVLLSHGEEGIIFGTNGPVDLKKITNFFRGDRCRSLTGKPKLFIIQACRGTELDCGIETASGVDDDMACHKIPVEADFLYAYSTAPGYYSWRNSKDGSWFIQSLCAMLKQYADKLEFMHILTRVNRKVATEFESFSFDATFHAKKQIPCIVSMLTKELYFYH
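Test system: Procaspase-3 D3A mutant, all three cleavage aspartates alanine | Dosing: Single dose, 8.5 µM nominal compound, 0.8% DMSO | Schedule: 1 h preincubation, 2 h reaction | Technique: 405 nm absorbance of p-nitroaniline, reads at 0 and 120 min | Repeats: One well per compound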
proCasp7 act: procaspase-7 activators, primary screen, counter-screen for procaspase-3 activator project, biochemical, absorbance, HTS, human | Caspase-7 (Homo sapiens), P55210 | recombinant procaspase-7, Ac-DEVD-pNA absorbance 405 nm; D23A/D198A/D206A triple mutant, cannot self-cleave; scale: DMSO 0, 5 µM enzyme 100 | activation, % at 8.5 µM | hit rate 0.093% among 330,000;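 active = percent activation above the screen-wide mean plus 3 SD, cut at about 25% in these data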
Target sequence (P55210 whole entry D23A/D198A/D206A): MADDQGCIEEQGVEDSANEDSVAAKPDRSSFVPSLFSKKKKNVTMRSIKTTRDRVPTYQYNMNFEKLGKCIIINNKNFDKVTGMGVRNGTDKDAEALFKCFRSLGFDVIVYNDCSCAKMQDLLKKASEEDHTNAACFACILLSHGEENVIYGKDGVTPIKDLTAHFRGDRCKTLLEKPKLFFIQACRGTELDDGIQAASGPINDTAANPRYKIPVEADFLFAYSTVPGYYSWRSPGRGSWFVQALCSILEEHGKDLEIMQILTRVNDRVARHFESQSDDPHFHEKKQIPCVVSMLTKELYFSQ
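Assay system: Uncleavable procaspase-7 mutant enzyme / Input: 2 µM procaspase-7 mutant as dispensed / Dosing: single nominal 8.5 µM compound dose, 0.8% DMSO final / Timing: 1 h enzyme–compound preincubation and 2 h substrate reaction, both 25 °C / Detection: p-Nitroaniline absorbance at 405 nm, read at 0 and 120 min / Replication: singlicate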
JMJD2C inh: inhibitors of GASC-1 histone demethylase, primary screen, biochemical, fluorescence, DELFIA europium. inhibition, % at 2.35 µM. GST-JMJD2C(1-420) H3K9me3 demethylation. AID 2099, 2009. hit rate 0.069% among 330,000. Lysine-specific demethylase 4C (Homo sapiens), Q9H3R0;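 active = more than half of a compound's replicate wells show inhibition beyond 50%, single wells judged on their own value; inconclusive = some, but no more than half, of replicates pass 50% inhibition; inactive = no replicate passes 50% inhibition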;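 also: signal counts dimethyl H3K9 product captured on neutravidin plate; 0% = median of DMSO wells and 100% = 0.3 times that DMSO median; strong numbers were not always called active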
An asterisk follows results filed as active.

For O=C(C1CCCN(Cc2ccc([N+](=O)[O-])cc2)C1)N1CCCCC1 (stereo unspecified) the results were HCV core dimer 8, TPT1 inh 2, CTSL1 counter -6, PP1 inh 0, Efflux pump inh -0.1, PP5 inh 0.7, procasp3 activ 2, proCasp7 act -2 and JMJD2C inh -2.
For O=C1N(C2CCCC2)C[C@@H]2C[C@@H](c3cccn3-c3nccs3)N3CCC[C@@]123 the results were HCV core dimer 6, TPT1 inh 2, CTSL1 counter 1, PP1 inh -6, Efflux pump inh 0.1, PP5 inh 4.0, procasp3 activ 7, proCasp7 act -14 and JMJD2C inh 13.
Screening CCC(C)NC(=S)N(Cc1cc2cc(C)ccc2n2nnnc12)CC(C)(C)NC(C)C (stereo unspecified) returned HCV core dimer -4, TPT1 inh -1, CTSL1 counter 3, PP1 inh -2, Efflux pump inh -0.3, PP5 inh -1.1, procasp3 activ -3, proCasp7 act 6 and JMJD2C inh 5.
CC(=O)Nc1ccc(NC(=O)CSC2=NS(=O)(=O)c3cc(Cl)ccc3N2)cc1 was read as HCV core dimer 0, TPT1 inh 1, CTSL1 counter -3, PP1 inh -2, Efflux pump inh 0.0, PP5 inh -0.8, procasp3 activ 3, proCasp7 act 5 and JMJD2C inh 9.
Screening Cn1sc(NC(=O)c2ccccc2Cl)nc1=O returned HCV core dimer 3, TPT1 inh 0, CTSL1 counter -4, PP1 inh 2, Efflux pump inh 0.1, PP5 inh 0.8, procasp3 activ -9, proCasp7 act 4 and JMJD2C inh -4.
Screening CC(=O)NS(=O)(=O)c1ccc(N=NN2CCCCCC2)cc1 returned HCV core dimer -2, TPT1 inh 0, CTSL1 counter 2, PP1 inh 0, Efflux pump inh 0.1, PP5 inh 2.7, procasp3 activ 1, proCasp7 act 5 and JMJD2C inh 4.
`O=C(N/N=C/c1ccc([N+](=O)[O-])s1)c1cccc(Br)c1` gave HCV core dimer -10, TPT1 inh 2, CTSL1 counter 1, PP1 inh 3, Efflux pump inh 0.0, PP5 inh -0.7, procasp3 activ 8, proCasp7 act 5 and JMJD2C inh 4.
`O=C(NC1CCCCC1)[C@@H]1CSC2c3ccccc3C(=O)N21` (stereo partly specified) gave HCV core dimer 5, TPT1 inh 0, CTSL1 counter -1, PP1 inh -1, Efflux pump inh -0.1, PP5 inh 1.5, procasp3 activ -4, proCasp7 act -3 and JMJD2C inh 7.
For CCOC(=O)c1c(NC(=O)CSc2nc3ccc(OC)cc3[nH]2)sc2c1CC(C)(C)NC2(C)C the results were HCV core dimer -5, TPT1 inh 2, CTSL1 counter -2, PP1 inh -2, Efflux pump inh 0.1, PP5 inh 0.9, procasp3 activ 6, proCasp7 act 9 and JMJD2C inh -3.
COc1ccc2nc(C)cc(SCC(=O)N/N=C/c3ccccc3)c2c1 was read as HCV core dimer 10, TPT1 inh -3, CTSL1 counter 0, PP1 inh -4, Efflux pump inh 0.4, PP5 inh 0.2, procasp3 activ 5, proCasp7 act 5 and JMJD2C inh 1.
`O=C(NCc1ccco1)NC1CCCCC1` gave HCV core dimer -10, TPT1 inh 1, CTSL1 counter -1, PP1 inh 2, Efflux pump inh 0.0, PP5 inh 0.3, procasp3 activ 8, proCasp7 act 3 and JMJD2C inh 15.
Screening CCCSc1ccc(C(=O)Nc2ccc(Cl)cc2)cn1 returned HCV core dimer 1, TPT1 inh -2, CTSL1 counter -1, PP1 inh -1, Efflux pump inh 0.0, PP5 inh 0.5, procasp3 activ -7, proCasp7 act 0 and JMJD2C inh -18.
Cn1cccc1C(=O)/C(C#N)=C/c1ccc(F)cc1 was read as HCV core dimer 0, TPT1 inh 53*, CTSL1 counter 2, PP1 inh 0, Efflux pump inh -0.1, PP5 inh 1.4, procasp3 activ -10, proCasp7 act -14 and JMJD2C inh inconclusive.
`O=C1OCCN1C(=O)[C@H]1[C@H](c2ccc([N+](=O)[O-])cc2)C(c2cccc(Cl)c2)=NN1c1ccccc1` gave HCV core dimer 16, TPT1 inh -1, CTSL1 counter 2, PP1 inh 7, Efflux pump inh 0.0, PP5 inh 5.7, procasp3 activ -2, proCasp7 act -5 and JMJD2C inh 6.
For CC(C)n1ncc2c(C(=O)N3CCN(c4ccc(F)cc4)CC3)cc(-c3ccccc3)nc21 the results were PP1 inh 0, Efflux pump inh 0.1, PP5 inh 3.7, procasp3 activ 2 and proCasp7 act 12.
`COc1cccc(-c2nn(-c3ccccc3)cc2CN(C)Cc2c(C)nc3ccccn23)c1` gave HCV core dimer 3, TPT1 inh -3, CTSL1 counter 2, PP1 inh 7, Efflux pump inh -0.2, PP5 inh 4.2, procasp3 activ -1, proCasp7 act 0 and JMJD2C inh 3.
CCOP(=O)(c1ccc(N(C)C)cc1)C(O)c1ccc(Cl)cc1 (stereo unspecified) was read as HCV core dimer -6, TPT1 inh 0, CTSL1 counter 5, PP1 inh -4, Efflux pump inh 0.0, PP5 inh -2.4, procasp3 activ -5, proCasp7 act 8 and JMJD2C inh -6.
`Cn1nccc1C(=O)NC1CCCc2c1cnn2-c1ccc(F)cc1F` (stereo unspecified) gave HCV core dimer -4, TPT1 inh -1, CTSL1 counter -2, PP1 inh 2, Efflux pump inh 0.1, PP5 inh 0.1, procasp3 activ 2, proCasp7 act 5 and JMJD2C inh -8.
For COc1ccc(C(=O)NNC(=O)CSc2nnnn2C)cc1 the results were HCV core dimer 0, TPT1 inh 6, CTSL1 counter 2, PP1 inh -4, Efflux pump inh 0.1, PP5 inh 0.2, procasp3 activ -3, proCasp7 act 8 and JMJD2C inh -22.
Screening N#CCC(=O)Nc1ncn(Cc2ccccc2Cl)n1 returned HCV core dimer -1, TPT1 inh 3, CTSL1 counter -2, PP1 inh 0, Efflux pump inh 0.3, PP5 inh 1.7, procasp3 activ 2, proCasp7 act 4 and JMJD2C inh 1.
Screening O=C(CSCC(=O)Nc1nccs1)Nc1ccccc1 returned HCV core dimer -2, TPT1 inh 0, CTSL1 counter -4, PP1 inh 0, Efflux pump inh 0.0, PP5 inh 1.9, procasp3 activ 7, proCasp7 act 1 and JMJD2C inh 0.
Screening CCNC(=S)N1CCc2cc(OC)c(OC)cc2C1COc1ccc(F)cc1 (stereo unspecified) returned HCV core dimer -4, TPT1 inh -4, CTSL1 counter 4, PP1 inh -5, Efflux pump inh 0.7, PP5 inh 3.4, procasp3 activ 4, proCasp7 act -6 and JMJD2C inh -8.
Cc1ccc(CNc2nc(-c3cccs3)nc3ccccc23)cc1 was read as HCV core dimer -6, TPT1 inh -5, CTSL1 counter 3, PP1 inh -3, Efflux pump inh -0.1, PP5 inh 1.5, procasp3 activ 4, proCasp7 act -2 and JMJD2C inh 4.
Screening CCN(CC)c1ccc(C(=O)OCC(=O)N(C(C)C)C(C)C)cc1 returned HCV core dimer 6, TPT1 inh -1, CTSL1 counter 6, PP1 inh 1, Efflux pump inh -0.1, PP5 inh 1.7, procasp3 activ -6, proCasp7 act 4 and JMJD2C inh 7.
`NNC(=O)[C@H](Cc1ccccc1)NC(=O)Nc1ccc2c(c1)OCCO2` gave HCV core dimer -7, TPT1 inh 0, CTSL1 counter 1, PP1 inh 5, Efflux pump inh -0.2, PP5 inh 1.9, procasp3 activ -6, proCasp7 act 5 and JMJD2C inh -4.
`Cc1cc(Nc2nnnn2-c2ccccc2)n(-c2ccc(Cl)cc2)n1` gave HCV core dimer -12, TPT1 inh -6, CTSL1 counter 0, PP1 inh 4, Efflux pump inh -0.3, PP5 inh 3.8, procasp3 activ 2, proCasp7 act 7 and JMJD2C inh -3.
`Cc1ccccc1Nc1nc(N)nc(CSCC(=O)Nc2cccc(Br)c2)n1` gave HCV core dimer 2, TPT1 inh 0, CTSL1 counter -11, PP1 inh -2, Efflux pump inh 0.2, PP5 inh 2.7, procasp3 activ -2, proCasp7 act 2 and JMJD2C inh 2.
`CCC(C)(C)NC(=O)C(c1ccc(F)cc1)N(Cc1ccccc1)C(=O)c1cnccn1` (stereo unspecified) gave HCV core dimer 2, TPT1 inh -16, CTSL1 counter 3, PP1 inh -1, Efflux pump inh -0.2, PP5 inh 1.2, procasp3 activ -7, proCasp7 act 2 and JMJD2C inh -24.
`COc1ccc(/C=C(\NC(=O)c2ccc(C)cc2)C(=O)NCCCn2ccnc2)cc1` gave HCV core dimer -13, TPT1 inh -1, CTSL1 counter 3, PP1 inh 2, Efflux pump inh 0.1, PP5 inh 0.0, procasp3 activ 2, proCasp7 act -11 and JMJD2C inh -8.
For O=C(c1ccc2c(c1)C(=O)N(CCCO)C2=O)c1ccc2c(c1)C(=O)N(CCCO)C2=O the results were HCV core dimer -6, TPT1 inh 3, CTSL1 counter -2, PP1 inh 1, Efflux pump inh -0.1, PP5 inh 3.4, procasp3 activ -2, proCasp7 act -6 and JMJD2C inh -2.
`CCCNC(=O)NC(=O)CSc1nc(C)cs1` gave HCV core dimer -3, TPT1 inh -4, CTSL1 counter -4, PP1 inh -6, Efflux pump inh -0.2, PP5 inh 3.0, procasp3 activ 0, proCasp7 act 1 and JMJD2C inh 1.
For COC(=O)c1ccc(NC(=O)CSc2nnc(C3CC3)n2C)cc1 the results were HCV core dimer 6, TPT1 inh 2, CTSL1 counter 2, PP1 inh 1, Efflux pump inh 0.1, PP5 inh -1.6, procasp3 activ 3, proCasp7 act 0 and JMJD2C inh -3.

Looked up by structure from the entries so far (2):
For O=C(c1ccc2c(c1)C(=O)N(CCCO)C2=O)c1ccc2c(c1)C(=O)N(CCCO)C2=O the results were HCV core dimer -6, TPT1 inh 3, CTSL1 counter -2, PP1 inh 1, Efflux pump inh -0.1, PP5 inh 3.4, procasp3 activ -2, proCasp7 act -6 and JMJD2C inh -2.
Screening O=C(CSCC(=O)Nc1nccs1)Nc1ccccc1 returned HCV core dimer -2, TPT1 inh 0, CTSL1 counter -4, PP1 inh 0, Efflux pump inh 0.0, PP5 inh 1.9, procasp3 activ 7, proCasp7 act 1 and JMJD2C inh 0.
